# Bioassay records as filed in PubChem.
# TRPC6 inh – mouse TRPC6 channel inhibition | HEK293-TRPC6, membrane potential dye, ACh-evoked depolarization; hits give low values | Q61143 | 310,000 tested, 1.1% active | B-score at 10 µM;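 active means B-score under library mean minus 3 SD, initial fluorescence not abnormally high, positive integrated signal ratio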;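 further: B-score derived from integrated fluorescence ratio over the kinetic read; more negative B-score means stronger inhibition of depolarization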
# TRPC4 agonist – TRPC4 (mouse) channel activation; B-score at 10 µM; 310,000 tested, 0.49% active; HEK293 TRPC4beta/mu-opioid, Fluo4 calcium fluorescence; hits give high values; AID 2237; Q9QUQ5;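 active means B-score above 5 SD of library B-scores, and initial fluorescence ratio not above library mean plus 5 SD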;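 further: positive B-score marks a calcium rise read as TRPC4 activation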
#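 Assay system: HEK293 stable line with TRPC4beta plus mu-opioid receptor; schedule: 45 min room-temperature Fluo4 loading, 110 s read; technique: kinetic Fluo4 calcium fluorescence; evaluation: integrated baseline-normalised fluorescence ratio, converted to per-well B score; controls: buffer (low) and maximal DAMGO (high)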
# MrgX1 ag – human MrgX1 receptor agonism, primary screen. AID 588627. B-score at 10 µM. Q96LB2. 310,000 tested, 0.44% active. MrgX1-HEK293 cells, Fluo-4 calcium fluorescence, agonist mode; hits give high values;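 active means calcium response B-score plate-corrected fluorescence ratio at least 3 library SD, with starting fluorescence B-score inside 5 SD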
#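 Test system: HEK293 cells stably expressing human MrgX1 receptor; amount: 15,000 cells per well; doses: compound delivered in addition one of three; times: overnight plating before 1 h dye loading; detection: Fluo-4 NW calcium-flux fluorescence, kinetic read; read-out basis: B-scored fluorescence response ratio; controls: positive and negative controls per plate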
# MrgX1 PAM – allosterically activates human MrgX1 receptor signaling; Q96LB2; MrgX1-HEK293, Fluo-4 calcium flux, FDSS; hits give high values; B-score at 10 µM; 310,000 tested, 0.63% active; AID 588675;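 active means plate-corrected calcium response at least 3 library SD above typical, normal starting fluorescence, not activating the receptor alone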;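 further: compound read alongside a low EC10 to EC30 dose of BAM8-22 agonist; peak minus trough fluorescence over baseline measured at the second addition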
# RGS4 block – human RGS4 inhibition. HEK293 M3R/RGS4 inducible, Fluo-4 calcium flux; hits give high values; triggered by carbachol at its EC20. B-score at 10 µM. AID 463165. 310,000 tested, 0.45% active;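 active means B-score, a plate-corrected calcium signal, over three deviations above library mean, with baseline fluorescence within five deviations of library mean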;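 further: RGS4 expression induced by doxycycline in cells with stable M3 receptor; B-score is computed from the integrated fluorescence ratio over baseline after carbachol; higher B-score means a larger calcium signal and so more RGS4 inhibition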
# TMEM16A inh – mouse TMEM16A channel inhibition, primary screen | Q8BHY3 | HEK293 TMEM16A/YFP iodide influx fluorescence, ionomycin | normalized B-score (activity score, 25-100; higher = stronger inhibition) at 10 µM | 310,000 tested, 1.2% active | AID 588511;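 active means ratio plate-corrected score three or more library SD toward inhibition, starting fluorescence score within five deviations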;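 further: score derived from kinetic fluorescence span divided by baseline fluorescence per well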
# Target sequence (Q8BHY3 whole entry, looked up): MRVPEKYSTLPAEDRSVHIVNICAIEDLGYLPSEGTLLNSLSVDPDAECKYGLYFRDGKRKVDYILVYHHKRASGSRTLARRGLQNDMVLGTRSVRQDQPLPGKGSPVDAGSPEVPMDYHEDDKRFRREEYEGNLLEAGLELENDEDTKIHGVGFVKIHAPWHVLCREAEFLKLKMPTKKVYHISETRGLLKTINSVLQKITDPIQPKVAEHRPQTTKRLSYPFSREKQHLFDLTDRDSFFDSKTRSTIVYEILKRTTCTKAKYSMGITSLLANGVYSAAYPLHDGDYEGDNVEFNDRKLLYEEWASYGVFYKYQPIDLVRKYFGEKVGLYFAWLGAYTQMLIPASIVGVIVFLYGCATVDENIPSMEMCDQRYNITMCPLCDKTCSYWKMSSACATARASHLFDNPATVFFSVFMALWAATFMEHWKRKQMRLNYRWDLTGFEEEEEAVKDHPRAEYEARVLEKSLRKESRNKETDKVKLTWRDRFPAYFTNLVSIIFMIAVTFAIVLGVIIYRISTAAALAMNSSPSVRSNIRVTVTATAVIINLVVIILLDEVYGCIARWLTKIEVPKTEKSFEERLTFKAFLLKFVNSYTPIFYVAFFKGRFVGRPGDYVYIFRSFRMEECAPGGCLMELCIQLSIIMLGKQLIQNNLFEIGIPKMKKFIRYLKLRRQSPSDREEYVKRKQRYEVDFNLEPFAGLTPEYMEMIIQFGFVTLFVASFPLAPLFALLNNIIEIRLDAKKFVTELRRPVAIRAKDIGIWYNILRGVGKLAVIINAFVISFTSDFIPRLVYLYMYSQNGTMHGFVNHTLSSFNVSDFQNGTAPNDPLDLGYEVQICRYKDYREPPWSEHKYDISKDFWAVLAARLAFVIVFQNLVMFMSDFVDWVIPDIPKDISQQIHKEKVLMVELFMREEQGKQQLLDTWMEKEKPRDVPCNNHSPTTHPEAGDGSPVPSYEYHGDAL
# TRPC6 activator – mouse TRPC6 channel activation | B-score at 10 µM | AID 2550 | 310,000 tested, 0.13% active | HEK293-TRPC6 membrane potential dye fluorescence; hits give high values | Q61143;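 active means B-score of the integrated fluorescence ratio above library mean plus 3 SD, and starting fluorescence ratio within library mean plus 5 SD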;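 further: higher score means more depolarization so channel activation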
# TMEM16A act – activates or potentiates the mouse TMEM16A chloride channel; Q8BHY3; 340,000 tested, 0.3% active; HEK293 TMEM16A/YFP-H148Q/I152L, iodide quench fluorescence; hits give low values; B-score at 10 µM; AID 623877;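 active means fluorescence-ratio B-score plate-corrected deviation score at least 3 library SD below zero, with starting fluorescence score within 5 deviations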;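 further: channel opened by trigger with iodide after compound preincubation; score built on the fluorescence ratio of max minus min over baseline; more negative score means more quench and so TMEM16A activation or potentiation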
# MrgX1 antagonist – antagonists of human MrgX1 receptor; Q96LB2; 310,000 tested, 1.3% active; B-score at 10 µM; MRGX1-HEK293 calcium flux, Fluo-4, BAM8-22 antagonism; hits give low values;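 active means calcium-response B-score plate-corrected more than 3 library SD below zero, starting fluorescence within 5 deviations, no agonist response on first addition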;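 further: peak minus trough fluorescence over baseline after final BAM8-22 challenge near maximal dose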
# TRPC4 block – blocks the mouse TRPC4 cation channel. Q9QUQ5. 300,000 tested, 0.39% active. B-score at 10 µM. HEK293 TRPC4beta/mu-opioid, DAMGO-evoked Fluo4 calcium flux; hits give low values;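 active means B-score over 3 SD under the library average, no early fluorescence shift, positive overall ratio signal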
#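 Assay system: Stable TRPC4beta/mu-opioid receptor HEK293 cells | Reagent: DAMGO in two steps, submaximal then maximal | Compound dosing: Single concentration per test compound | Signal: Fluo4 Ca2+ flux fluorescence | Evaluation: Per-well B score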
# TRPC4 potent – TRPC4 (mouse) allosteric potentiation | Q9QUQ5 | HEK293 TRPC4beta/mu-opioid, DAMGO EC20, Fluo-4 Ca2+ flux; hits give high values | B-score at 10 µM | 310,000 tested, 0.42% active | AID 2227;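 active means B-score of calcium response area above 5 SD of library B-scores, with initial fluorescence ratio within 5 SD of library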;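 further: B-score of integrated fluorescence ratio over time as area under calcium response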
# An asterisk follows results filed as active; i = inactive; · = not tested or not shown.
canonical_smiles	TMEM16A inh	TRPC6 activator	TMEM16A act	TRPC4 potent	TRPC4 block	MrgX1 ag	MrgX1 PAM	TRPC4 agonist	MrgX1 antagonist	TRPC6 inh	RGS4 block
O=C(O)CCC(=O)NNC(=O)COc1cccc(Cl)c1	i	i	i	i	i	i	i	i	i	i	i
COc1ccc(OCCOCCOc2ccc(C)cc2[N+](=O)[O-])cc1	i	i	i	i	i	i	i	i	i	i	i
CC(/C=C/c1ccco1)=N\NC(=O)c1cc(Cl)ccc1O	i	i	i	i	i	i	i	i	i	i	i
COc1ccc(CNC(=O)COC(=O)CCC2CCCCC2)cc1	i	i	i	i	i	i	i	i	i	i	i
CCN(CC)CCNC1=NCCn2c1cc1cc(OC)ccc12	25*	i	i	i	i	i	i	i	i	-6.7*	i
COC(=O)c1ccccc1NS(=O)(=O)c1ccc(NC(C)=O)cc1	i	i	i	i	i	i	i	i	i	i	i
O=C(O)CC(CC(=O)Nc1ccc(-n2ccc(C(F)(F)F)n2)cc1)c1ccccc1 (stereo not given)	i	i	i	i	i	i	i	i	i	i	i
CCN(CC)CCN(C(=O)Cn1nnc(-c2ccc(C)o2)n1)C(C(=O)NC1CCCC1)c1ccc(F)cc1 (stereo not given)	·	29.6*	i	i	i	·	·	i	·	i	i
O=C(COC(=O)c1ccc(O)cc1O)c1ccc2c(c1)OCO2	i	i	i	i	i	i	i	i	i	i	i
CC(C)Cc1ccc(C(C)C(=O)Nc2nccs2)cc1 (stereo not given)	i	i	i	i	i	i	i	i	-4.69*	i	i
C=C1CCN([C@@H](C)C(=O)NCc2cc(OC)c(OC)c(OC)c2)S(=O)(=O)c2ccccc21	i	i	i	i	i	i	i	i	i	i	i
COc1cccc(N2CCN(C3CCCC(C)C3)CC2)c1 (stereo not given)	i	i	i	i	i	i	i	i	i	-5.82*	i
CCCCn1c(NC(=O)C2CCCCC2)nc2ccccc21	i	i	i	13*	i	i	i	i	i	i	i
O=C(Nc1ccc(F)cc1)c1cccc2ccccc12	i	i	i	i	i	i	i	i	i	i	i
O=C(Nc1ccccc1Cl)c1csc(-c2cccnc2)n1	i	i	i	i	i	i	i	i	i	i	i
CC1CCCCN1C(=O)C(=O)c1cn(CC(=O)N2CCCC2)c2ccccc12 (stereo not given)	i	i	i	i	i	i	i	i	i	i	i
CC(C(=O)NCc1ccccc1Cl)n1cc([N+](=O)[O-])cn1 (stereo not given)	i	i	i	i	i	i	i	i	i	i	i
CCOc1cc([C@H]2[C@@H]3CCCC[C@]3(O)CCN2CC(=O)NCc2ccco2)ccc1O	i	i	i	i	i	i	i	i	i	i	i
COc1ccc(CCNC(=O)c2ccc3c(c2)N(Cc2ccc(C)cc2)CCS3)cc1OC	i	i	i	i	i	i	i	i	i	i	i
COc1ccc(CN(C(=O)c2snc(C(N)=O)c2N)C(C(=O)NC(C)(C)C)c2ccco2)cc1 (stereo not given)	i	i	i	i	i	i	i	i	i	i	i
COc1cc2c(cc1OC)-c1cc(Nc3ccc(N(C)C)cc3)nc(=O)n1CC2	i	i	i	i	i	i	i	i	i	i	5.56*
Cc1cc(C)n(C(=O)CNC(=O)Cc2ccccc2)n1	i	i	i	i	i	i	i	i	i	i	i
Cc1ccc(S(=O)(=O)Nc2ccccn2)cc1[N+](=O)[O-]	i	i	i	i	i	i	i	i	i	i	i
COc1ccc(Cl)cc1NC(=O)C1(c2cccs2)CCOCC1	i	i	i	i	i	i	i	i	i	i	i
COC(=O)c1sccc1NC(=O)Nc1ccccc1F	i	i	i	i	i	i	i	i	i	i	i
COc1ccc(/C(C)=N/N2C(C)CCCC2C)c(OC)c1 (stereo not given)	i	i	i	i	i	i	i	i	i	i	i
Fc1cccc2ncnc(OCc3ccccc3)c12	i	i	i	i	i	i	i	i	i	i	i
CC(C)c1ccccc1NC(=O)c1cnccn1	i	i	i	i	i	i	i	i	i	i	i
COc1cc2c(cc1NC(=O)COC(=O)C(CCSC)NC(=O)c1ccccc1Cl)oc1ccccc12 (stereo not given)	i	i	i	i	i	i	i	i	i	i	i
CCOC(=O)C(NC(=O)CC)(Nc1sc(C)c(CC)c1C#N)C(F)(F)F (stereo not given)	i	i	i	i	i	i	i	i	i	i	i
O=C(CCCO)N/N=C/c1ccccc1[N+](=O)[O-]	i	i	i	i	i	i	i	i	i	i	i
O=C(N/N=C/c1ccc(O)cc1)NC12CC3CC(CC(C3)C1)C2	i	i	i	i	i	i	i	i	i	i	5.22*
OC(c1ccccc1)c1nccc2ccccc12 (stereo not given)	i	i	i	i	i	i	i	i	i	i	i
CCN(CC(=O)NC1CCS(=O)(=O)C1)S(=O)(=O)c1ccc(F)cc1 (stereo not given)	i	i	i	i	i	i	i	i	i	i	i
COCCOC(=O)C1=C(C)NC(=O)NC1c1c(Cl)nc2ccccn2c1=O (stereo not given)	i	i	i	i	i	i	i	i	i	i	i
CN(Cc1ccccc1)Cc1c(O)ccc2ccccc12	i	i	i	i	i	i	i	i	i	i	i
CCOC(=O)C1=C(C)N(CC)C(=S)NC1c1ccccc1OC(F)F (stereo not given)	i	i	i	i	i	i	i	i	i	i	i
CC(=O)c1ccc(NC(=O)CN2CCN(c3ncccn3)CC2)cc1	i	i	i	i	i	i	i	i	i	i	i
COc1ccc(CCNC(=O)c2ccc(N3CCCC3=O)cc2)cc1	i	i	i	i	i	i	i	i	i	i	i
O=C(Nc1cccc(C(=O)N2CCOCC2)c1)NC1CCCCC1	i	i	i	i	i	i	i	i	i	i	i
Cc1cc(C)cc(NC(=O)CN2CCCN(S(=O)(=O)c3ccc(Br)s3)CC2)c1	i	i	i	i	i	i	i	i	i	i	i
COCCNC(=O)CN(Cc1ccc2c(c1)OCO2)C(=O)CCC(=O)Nc1nccs1	i	i	i	i	i	i	i	i	i	i	i
CC(C)/C=C/C(=O)N1CCC(N2CCC(C(=O)N3CCOCC3)CC2)CC1	i	i	i	i	i	i	i	i	i	i	i
CC(=O)c1cccc(Oc2cc(NN3CCCCC3)c([N+](=O)[O-])cc2[N+](=O)[O-])c1	i	i	i	i	i	i	i	i	i	i	i
COc1ccc(C(C(N)=O)c2ncc(C(F)(F)F)cc2Cl)cc1 (stereo not given)	i	i	i	i	i	i	i	i	i	i	i
Cc1cccc(/C=N/NC(=O)NC23CC4CC(CC(C4)C2)C3)n1	i	i	i	i	i	i	i	i	i	i	i
Cc1cccc(C)c1NC(=O)CN(C)CC(=O)Nc1cc(Cl)ccc1C#N	i	i	i	i	i	i	i	i	i	i	i
COc1ccc(-c2cc(C)no2)cc1S(=O)(=O)N(C)c1ccc(C)cc1	i	i	i	i	i	i	i	i	i	i	i
CC(=O)Nc1ccc(S(=O)(=O)N2CCc3ccccc3C2)cc1	i	i	i	i	i	i	i	i	i	i	i
CN(CC(=O)Nc1ccc(Cl)cc1)CC(=O)Nc1cccc(Br)c1	i	i	i	i	i	i	i	i	i	i	i
O=S(=O)(Nc1ccc(-c2ccc3nncn3n2)cc1)c1ccccc1Cl	i	i	i	i	i	i	i	i	i	i	i
Cc1ccccc1C(=O)c1cccn1CC(=O)NCCN1CCN(c2cccc(C)c2C)CC1	i	i	i	i	i	i	i	i	i	i	i
COc1cccc(C(=O)NCC(=O)OCC(=O)C(C)(C)C)c1	i	i	i	i	i	i	i	i	i	i	i
On1c(-c2ccccc2)nc2ccccc21	i	i	i	i	i	i	i	i	i	i	i
CCOC(=O)c1oc2cc(O)cc(O)c2c(=O)c1OCc1ccccc1	i	i	i	i	i	i	i	i	i	i	i
Cc1ccc(Cl)cc1NC(=S)N(Cc1ccccc1)Cc1cccnc1	i	i	i	i	i	i	i	i	i	i	i
NNC1=N[C@H]2CS(=O)(=O)C[C@H]2S1	i	i	i	i	i	i	i	i	i	i	i
CC(C)COc1ccc(C(=O)OCC(=O)N(C)CC(=O)Nc2ccc(F)cc2)cc1	i	i	i	i	i	i	i	i	i	i	i
CN(C)S(=O)(=O)c1cccc(NC(=O)Cn2cc(C(F)(F)F)cc(Cl)c2=O)c1	i	i	i	i	i	i	i	i	i	i	i
CC(NCC(O)COCCC12CC3CC(CC(C3)C1)C2)c1ccccc1 (stereo not given)	i	i	i	i	i	i	i	83*	i	i	4.73*

# Later entries:
canonical_smiles	TMEM16A inh	TRPC6 activator	TMEM16A act	TRPC4 potent	TRPC4 block	MrgX1 ag	MrgX1 PAM	TRPC4 agonist	MrgX1 antagonist	TRPC6 inh	RGS4 block
CCN(CC)S(=O)(=O)c1ccc(-c2nnco2)cc1	i	i	i	i	i	i	i	i	i	i	i
Cc1cc2ccccn2c1C(=O)c1ccccc1F	i	i	i	i	i	i	i	i	i	i	i
CC1CCN(C(=O)COC(=O)C2CCN(S(=O)(=O)c3ccc(Cl)c(C(F)(F)F)c3)CC2)CC1	i	i	i	i	i	i	i	i	i	i	i
O=C(O)c1ccccc1-c1nc2cc(Cl)ccc2c(=O)n1O	i	i	i	i	i	i	i	i	i	i	i
Cc1sc2nc(SCC(=O)N3CC(C)OC(C)C3)n(C)c(=O)c2c1C (stereo not given)	i	i	i	i	i	i	i	i	i	i	i
CCN(Cc1ccccc1)Cc1ccc(OCc2ccccc2)c(OC)c1	i	i	i	i	i	i	i	i	i	i	i
COc1ccc(NC(=O)Nc2nnc(-c3ccco3)s2)cc1	i	i	i	i	i	i	i	i	i	i	i
COc1ccc(C(=O)Nc2nc(CC(=O)NCCc3cccc(OC)c3)cs2)cc1	i	i	i	i	i	i	i	i	i	i	i
O=C(Cc1ccccc1)NCC(=O)N1CCCCC1	i	i	i	i	i	i	i	i	i	i	i
O=C(O)c1nc(-c2ccccc2)n(-c2ccccc2)n1	i	i	i	i	i	i	i	i	i	i	i
